# AT treatment – qHTS Assay for Identifying a Potential Treatment of Ataxia-Telangiectasia; […] A-T fibroblasts, KAP-1 phosphorylation AlphaLISA; neocarzinostatin DNA damage 30 min before lysis; Potency, µM (doses to about 57.5 µM), without a hit: top-dose activation, usual class: activators; 0.19% of 320,000 active; AID 485349, 2010; note: potency is the fitted concentration of half-maximal effect; % of control where 0% means no effect; nearly all actives have a fitted effect of over 45% in size
#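 hTERT-immortalized A-T patient fibroblasts ([…]), 500 cells/well in OPTI-MEM, 1% FBS, got compounds for 60 min, then NCS for 30 min at 37C. Lysates were then assayed for phospho-KAP-1 by AlphaLISA (anti-pKAP1 donor, anti-KAP1 acceptor beads), 6 hr at 25C.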
# TSHR antag – Antagonists of the Thyroid Stimulating Hormone Receptor: HTS campaign; Thyrotropin receptor (Homo sapiens), P16473; TSHR-expressing cells, TSH-stimulated cAMP HTRF, 2 h; hits give low values; activity change, negative = inhibition, % at 11.5 µM; 0.2% of 330,000 active;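 active = activity change below a set negative limit, meaning inhibition stronger than a set level, cut at about -70% in these data; inconclusive = activity change between two set negative limits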; note: % is set by controls: 0 for no effect and ±100 for the full control effect
#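 TSHR-expressing cells, 200/well, pre-treated with compound, then stimulated with EC80 TSH (4nM final) for 2 hours at 37 deg C. cAMP measured by competitive HTRF: anti-cAMP cryptate antibody in lysis buffer plus cAMP-d2, read after 30 minutes at room temperature.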
# GALK inhibitor – qHTS Assay for Inhibitors of Human Galactokinase (GALK); P51570; Purified GALK, Kinase-Glo residual ATP luminescence; Potency, µM (highest dose often 57.5 µM), inactives show top-dose activity change, negative = inhibition, hits mostly inhibitors; 0.007% of 270,000 active; note: potency is the fitted concentration of half-maximal effect; % is set by controls: 0 for no effect and ±100 for the full control effect
#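 Quantitative HTS: GALK 5 nM, ATP 35 uM, galactose 100 uM, 1 h room temperature, then luciferase-based ATP detection.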
# Coupling enz – qHTS Assay for Inhibitors of Fructose-1,6-bisphosphate Aldolase from Giardia Lamblia: Coupling assay counterscreen; coupling enzyme system counterscreen, AmpLite Red fluorescence; activity change, negative = inhibition, % at 58.2 µM, hits read low; 0.67% of 290,000 active; in the data active = activity change below about -30%; note: % is set by controls: 0 for no effect and ±100 for the full control effect
#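 Fluorescence at 525 nm excitation and 598 nm emission measured inhibition of the coupled detection system without aldolase. Compounds (at 57.5 uM final) were preincubated 10 min at room temperature with coupling enzyme reagent before a 20 min substrate/AmpLite Red step.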
# TCR act – Activators of T cell receptors: qHTS campaign | primary human leukocytes, anti-CD3, IL-2 HTRF, 48 h | Potency, µM (titrated, usually from 9.22 µM), without a hit: top-dose activation of IL-2 secretion, hits mostly activators | 330,000 tested, under 10 active; note: % of control where 0% means no effect
#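 Primary human leukocytes were stimulated with a-CD3 beads plus compounds for 48 hr without co-stimulation; secreted IL-2 was quantified by HTRF using a-IL-2-K (europium cryptate) and a-IL-2-d2, excited at 320nm with acceptor emission read at 665nm.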
# BCR signal inh – qHTS Assay to Find Inhibitors of Chronic Active B-Cell Receptor Signaling | ABC-DLBCL IkBa-CBG/CBR reporter, luminescence ratio, 4 h | Potency, µM (doses to about 46.1 µM), without a hit: top-dose ratio change, negative = lower green/red ratio, hits mostly inhibitors | AID 493014, 2011 | 0.05% of 340,000 active; active = well fitted inhibition curve with a large enough effect in the signal ratio, with a control signal flat, not every such curve was filed as active; inconclusive = small, poorly fitted or top-dose-only effect, or effect the other way, or a change in a side signal; the % refers to the signal ratio;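 note: potency is the fitted concentration of half-maximal effect; plate controls were basal doxycycline-induced cells for no effect and cells given 10 µM MG132 for full effect; MG132 reads +100%, hits lower the ratio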
#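 Cell line TMD8 (human ABC DLBCL), stably expressing tet-inducible CBG68-IkBa fusion and CBR; IMDM/0.5% FBS; cpd up to 46 uM; dox induction, 4 h, 37C/5% CO2; dual luminescence; green/red ratio; MG132 control.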
# hERG WT inh – qHTS for Inhibitors of KCHN2 3.1: Wildtype qHTS | activity change, % at 1.84 µM | U2OS, BacMam KCNH2, thallium flux FluxOr; hits give low values | 0.37% of 340,000 active | Voltage-gated inwardly rectifying potassium channel KCNH2 (Homo sapiens), Q12809;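 active = maximum activity change below -70%; inconclusive = maximum activity change between -70% and -50%; inactive = maximum activity change above -50%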; note: % is set by controls: 0 for no effect and ±100 for the full control effect
# Target sequence (Q12809 whole entry, looked up): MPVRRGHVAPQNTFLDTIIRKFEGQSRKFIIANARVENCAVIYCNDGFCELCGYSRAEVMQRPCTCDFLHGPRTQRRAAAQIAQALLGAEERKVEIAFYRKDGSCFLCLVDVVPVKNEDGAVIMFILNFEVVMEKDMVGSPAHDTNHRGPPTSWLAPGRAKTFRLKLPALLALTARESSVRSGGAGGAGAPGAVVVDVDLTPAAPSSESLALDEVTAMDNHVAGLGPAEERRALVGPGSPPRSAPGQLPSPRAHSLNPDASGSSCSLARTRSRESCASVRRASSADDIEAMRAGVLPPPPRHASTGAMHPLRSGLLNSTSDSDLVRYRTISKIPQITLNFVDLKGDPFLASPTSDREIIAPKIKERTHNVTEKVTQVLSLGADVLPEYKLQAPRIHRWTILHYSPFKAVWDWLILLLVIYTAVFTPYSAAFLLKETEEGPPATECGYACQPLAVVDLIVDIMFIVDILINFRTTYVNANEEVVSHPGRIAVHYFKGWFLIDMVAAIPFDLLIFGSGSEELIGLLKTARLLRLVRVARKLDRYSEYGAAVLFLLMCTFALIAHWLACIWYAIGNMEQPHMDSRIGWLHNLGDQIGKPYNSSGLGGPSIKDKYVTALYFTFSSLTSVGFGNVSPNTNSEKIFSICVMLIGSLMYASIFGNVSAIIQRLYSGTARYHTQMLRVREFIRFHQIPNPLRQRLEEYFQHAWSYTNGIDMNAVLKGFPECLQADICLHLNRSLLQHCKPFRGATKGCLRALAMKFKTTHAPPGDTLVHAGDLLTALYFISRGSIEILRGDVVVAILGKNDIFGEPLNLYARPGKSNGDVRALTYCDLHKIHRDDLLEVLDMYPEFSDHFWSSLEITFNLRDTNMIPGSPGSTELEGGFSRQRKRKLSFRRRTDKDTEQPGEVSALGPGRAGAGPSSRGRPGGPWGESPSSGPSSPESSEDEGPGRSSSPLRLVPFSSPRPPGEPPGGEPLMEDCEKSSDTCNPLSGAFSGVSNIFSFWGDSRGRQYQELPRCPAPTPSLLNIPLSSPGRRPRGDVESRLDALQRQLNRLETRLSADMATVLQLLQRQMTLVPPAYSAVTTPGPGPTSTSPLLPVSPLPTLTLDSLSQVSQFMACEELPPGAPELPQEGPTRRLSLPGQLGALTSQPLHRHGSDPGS
#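 U2OS cells transduced with wild-type KCNH2 virus are loaded with FluxOr dye for 45 min, and thallium flux is measured in kinetic reads before and after stimulation buffer. Rate constants are normalized to DMSO controls.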
# Tb PFK block – qHTS Assay to Find Inhibitors of T. brucei phosphofructokinase | ATP-dependent 6-phosphofructokinase (Trypanosoma brucei brucei), O15648 | T. brucei PFK, ADP-Glo luminescence | Potency, µM (doses to about 57.5 µM), for the others: at the top dose activity, negative = inhibition, hits mostly inhibitors | 0.17% of 330,000 active;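 note: potency is the fitted concentration of half-maximal effect; 0% = uninhibited 1x PFK enzyme wells and -100% = no-enzyme wells; nearly all actives have a fitted effect of over 60% in size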
#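 PFK 1.25 nM, F6P 0.5 mM, ATP 0.1 mM, 0.1 M TEA pH 8.0, 5 mM MgCl2, 0.01% Tween20, 0.1% BSA; 45 min RT. ADP-Glo readout. qHTS titration up to 57 uM; curves fitted, compounds curve-classed.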
# CXXC DNA block – qHTS Fluorescence Polarization Assay for Inhibitors of MLL CXXC domain - DNA interaction; MLL-CXXC / FITC-HOXA9 DNA fluorescence polarization; Potency, µM (doses to about 115 µM), for the others: at the highest dose activity change, negative = inhibition, usual class: inhibitors; 0.037% of 290,000 active; AID 2662, 2010; active = well fitted inhibition curve with a large enough effect in the polarisation, with a control signal flat, not every such curve was filed as active; inconclusive = small, poorly fitted or top-dose-only effect, or effect the other way, or a change in a side signal; inactive = no such curve, though single readings can be large or run the other way; the % refers to the polarisation; note: potency is the fitted concentration of half-maximal effect
#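 Fluorescence polarization: 7 uM MLL-CXXC (stock) preincubated 5 min with compounds, then 50 nM fluorescein-HOX-A9 DNA (stock) added; 30 min ambient. Buffer 50 mM Tris-HCl pH 7.5, 50 mM NaCl, 1 mM DTT, 0.05% BSA.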
# Giardia kill – Small Molecules that selectively kill Giardia lamblia: qHTS; activity change, % at 7.66 µM, hits read low; 0.15% of 340,000 active; Giardia lamblia trophozoite viability; AID 540267, 2011; in the data active = activity change below about -80%; inconclusive = between about -30% and that limit;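 note: parasites exposed to compound for two days anaerobically before the ATP read; % is set by controls: 0 for no effect and ±100 for the full control effect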
#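 Compounds were tested on trophozoites seeded at 100 cells/well and held 48 hrs at 37 deg C anaerobically. An ATP-based luminescent kit measured the remaining live cells.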
# * = called active by the depositor; ? = inconclusive; . = not tested or not shown; & = joins results of further samples; [ ] = dose if it differs, or a comment. Unless noted, calls come from the whole dose curve; as a rule, active = well fitted curve in the direction sought with a large enough effect; inconclusive = small, poorly fitted or top-dose-only effect, or another doubt; inactive = no such curve, though single readings can be large; an effect the other way counts as inactive or inconclusive.
SMILES,AT treatment,TSHR antag,GALK inhibitor,Coupling enz,TCR act,BCR signal inh,hERG WT inh,Tb PFK block,CXXC DNA block,Giardia kill
CCO[C@@H]1OC(C(=O)NCc2ccccc2)=C[C@H](c2ccc(C(F)(F)F)cc2)[C@H]1CCCO,-3%,-4,-2%,-13,-9%,22%,5,-2%,?,-20
CN(NC1CC(=O)N(c2ccccc2)C1=O)c1ccccc1 (stereo not drawn),-3%,9,0%,4,3%[46.1 µM],-13%,-5,0%,13%,2
CCCCOC(=O)c1ccc(NC(C)=O)cc1,-2%,3,-1%,-2,2%,?,1,4%,-5%,-2
c1ccc(-n2c3ccccc3c3ccccc32)cc1,25µM*,-1,0%,6,-9%,?,-8,-4%,-1%,-14
O=S(=O)(c1ccc(S(=O)(=O)N2CCN(C/C=C/c3ccccc3)CC2)cc1)N1CCCC1,27%,-6,5%,4,10%,-1%,9,4%,4%,13
O=C(CSc1n[nH]c(=O)[nH]c1=O)NC1CCCCC1,23%,17,0%,-4,4%,-2%,-10,-16%,-11%,-5
O=P(c1ccccc1)(c1ccccc1)c1nc(-c2ccccc2)oc1NCc1ccccc1,-1%,11,7%,-2,1%,2%,-9,-1%,13%,-7
Cc1csc(=O)n1CC(=O)Nc1ccc(Cl)c(Cl)c1,4%,.,.,.,-16%,-3%,-1,-1%,.,19
CCN(CC)CCN1C(=O)C2C(C(=O)Nc3ccc(Br)cc3)C3C=CC2(O3)C1C(=O)NC1CCCCC1 (stereo not drawn),2%,-2,17%,3,-1%,0%,12,0%,12%,-5
CCC1Oc2ccccc2N(CC(=O)NCCCN2CCCCC2C)C1=O (stereo not drawn),0%,1,3%,1,-5%,-8%,-24,-2%,1%,20
COc1ccc(CS(=O)(=O)CC2(O)CCN(C(=O)c3cccc(C(F)(F)F)c3)CC2)cc1,-2%,5,2%,0,-1%,-8%,-2,1%,-8%,3
Cc1cc(C)cc(C(=O)OCC(=O)NCC(F)(F)F)c1,25%,2,4%,-1,-5%[46.1 µM],0%,-6,1%,6%,-1
O=S(=O)(NC1CCCC1)c1ccccc1Br,51%,-8,3%,0&2,0%,-1%,10,7%,7%,-21&12
CCCCOc1ccc(C(C)(O)CCN2CCOCC2)cc1 (stereo not drawn),3%,-11,2%,-1,-2%,2%,-7,1%,2%,7
C#CCOCCOCCOCCNc1nc(N2CCN(C(=O)[C@H](C)n3cc(CCCN=C(N)N)nn3)CC2)nc(N2CCN(C(=O)[C@H](Cc3ccc(O)cc3)n3cc(CCO)nn3)CC2)n1,7%,6,.,-1,.,3%,.,0%,11%,.
O=C(Cc1ccc(S(=O)(=O)N2CCOCC2)s1)NNC(=O)c1ccccc1Cl,5%,-10,.,.,-12%,?,48,-2%,.,8
Cc1cccc(CSCCNC(=O)CN2C(=O)c3ccccc3S2(=O)=O)c1,4%,-6,13%,1,11%,?,21,0%,14%,0
CCOc1cccc(/C=C/C(=O)O)c1,0%,-3,0%,2,2%,0%,-16,-6%,13%,0
CC(OC(=O)c1ccc(O)cc1)C(=O)Nc1ccc(Oc2ccccc2)cc1 (stereo not drawn),-4%,-17,.,.,2%[46.1 µM],?,-1,0%,.,-3
CCOCCCNC(=O)Cn1ncc2c(=O)oc3ccccc3c21,2%,4,-1%,4,-1%[46.1 µM],1%,0,1%,2%,8
COc1ccc2c(c1)O[C@@H](c1cccc(C(F)(F)F)c1)[C@H](O)C2=O,-8%,3,.,4&3,.,-2%,.,0%,-4%,.
COC(=O)c1c(C#N)c(N)nc2c1CCCC2,0%,19,-1%,2,7%,?,3,-1%,7%,6
O=[N+]([O-])/C=C1\C=CC=CN1Cc1ccc(Cl)cc1,-17%,4,-2%,2,0%,0%,-2,-9%,18%,4
Cc1ccc(C(=O)NCC(=O)OCC(=O)c2ccccc2)s1,5%,28,.,.,-2%,?,20,1%,.,10
COC(=O)CCC(=O)OC1(C)C(=O)C=C2C=C(C3CC3)N(C3CCCCC3)C=C2C1=O (stereo not drawn),-10%,-7,5%,-41*,1%,?,-6,1%,-4%,2
Cc1cc(C)c(C(=O)COC(=O)c2ccc(NC(=O)CC#N)cc2)cc1C,-5%,4,6%,2,-1%,-1%,-15,0%,41%[activator],-2
CC1(CC(=O)O)SC(=O)NC1=O (stereo not drawn),-5%,6,-3%,5,-17%,-1%,-5,3%,-5%,-8
Cc1c(NC(=O)CSc2ncn[nH]2)c(=O)n(-c2ccccc2)n1C,.,-19,1%,0,6%[46.1 µM],-23%,-12,4%,12%,12
COc1ccc(NC(=O)c2cc3ccccc3o/c2=N\NS(=O)(=O)c2ccc(C)cc2)cc1,0%,-1,1%,1,3%,?,-1,-3%,-1%,-18
COc1ccc(NC(=S)N2CCC(N(C)CCN3CCOCC3)CC2)cc1Cl,1%,3,3%,0,5%,-2%,22,-1%,10%,6
Cc1cc(Cl)ccc1OCCCC(=O)Nc1cccc(-n2cnnn2)c1,0%,18,-5%,.,1%,5%,-16,3%,3%,24
COc1ccc(C2(C(=O)NCCN3CCOCC3)CCOCC2)cc1,-3%,0,-1%,-3,-4%,3%,0,-1%,4%,3
NC(CSS(=O)(=O)O)=NCCC12CC3CC(CC(O)(C3)C1)C2,-9%,0,4%,-2,-7%[46.1 µM],0%,-10,?,-5%,-15
Cc1cc(C)c(C(=O)/C=C/c2ccc(C(C)C)cc2)c(=O)[nH]1,8%,-10,-5%,6,1%,-19%,-1,-1%,-1%,-4
O=C1CC(=O)N(CCc2ccccc2)C(=O)N1CCc1ccccc1,2%,-20,-1%,-1,5%,7%,0,0%,6%,-14
Nc1c(C(=O)c2ccccc2)sc2c1c(=O)[nH]c(=O)n2-c1ccccc1,-7%,-3,-2%,10,-1%[46.1 µM],?,-3,1%,6%,1
COc1ccc(N2CCN(C(CNC(=O)C(C)(C)C)c3ccco3)CC2)cc1 (stereo not drawn),-2%,7,1%,1,3%,?,-27,-4%,5%,?
O=C(COC(=O)Cc1ccc(Br)cc1)NCC1CCCO1 (stereo not drawn),13%,-9,.,.,-2%[46.1 µM],-6%,6,1%,.,-4
O=c1[nH]c(-c2cccs2)nc2ccccc12,6%,1,-4%,0,-19%,?,0,-6%,0%,2
CC(=O)Nc1ccc(S(=O)(=O)NCCC(=O)OC(C)C(=O)c2ccc(C)cc2)cc1 (stereo not drawn),-11%,-10,5%,-3,2%,0%,-2,-13%,-3%,-1
COc1ccc(N2CCN(S(=O)(=O)c3ccc(Br)s3)CC2)cc1,13%,17,-1%,-1,9%,-4%,-8,4%,22%,7
COc1ccccc1CNC(=O)C1Cc2cc(S(=O)(=O)N3CCCC3)ccc2N1C(C)=O (stereo not drawn),4%,-34,-4%,3,0%,7%,-10,8%,15%,9
N#C/C(=C\c1cc(Br)ccc1F)C(=O)NC1CC1,1%,2,0%,.,6%,-4%,13,0%,2%,-1
CCc1ccc(C(=O)NNC(=O)c2ccc(=O)n(C)n2)cc1,-20%,9,-2%,.,-8%,0%,7,-1%,6%,39[activator]
COc1ccc(-c2cnnc(N/N=C/c3ccc(O)cc3)n2)cc1,4%,7,3%,3,-2%,-19%,3,2%,10%,-25
C[C@H]1CCC[C@@]2(O[C@@H](CCO)C[C@@H](O)[C@@H]2O)O1,39%,7,-1%,5,1%,0%,15,3%,7%,-9
COc1cc(C(=O)n2nc(C)cc2C)cc(OC)c1OC,-1%,-2,3%,0,-1%,-1%,-3,1%,2%,2
COCC1CCCCN1Cc1cn[nH]c1-c1ccc(OC)cc1OC (stereo not drawn),2%,-3,12%,0,-3%,-14%,5,1%,-1%,18
CCOc1ccccc1NC(=O)C1CCN(C(=O)C2CC(=O)N(c3ccc(C)cc3)C2)CC1 (stereo not drawn),4%,13,3%,-1,-29%,-12%,-4,0%,5%,-22
CSC1=NC(=O)/C(=C/c2ccc(SC)cc2)S1,-3%,-26,-3%,4,-5%,?,-4,-1%,-14%,-6
Cn1c(=O)n(-c2cccc(Cl)c2)c(=O)n1C,0%,1,0%,1,.,-1%,-11,0%,1%,-4
